TR SRC2 fluor cs – alters Texas Red total fluorescence, flagging assay interference. 0.29% of 280,000 active. Potency, µM (doses to about 106 µM), for inactives: at the top dose fluorescence change, negative = quenching. TRb/SRC2 Texas Red total fluorescence interference; active = well fitted curve in either direction with a large enough effect; inconclusive = small, poorly fitted or top-dose-only effect; also: % is scaled to controls: 0 for no effect and ±100 for the full control effect
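Human TRb ligand-binding domain at 0.6 uM with 20 nM Texas Red SRC2 peptide in Tris buffer containing 1 uM T3 and 5% DMSO, incubated with compound 5 h at ambient temperature. Total fluorescence (555/632 nm) calculated as parallel + 2 × perpendicular.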
HTT cytoprotect – cytoprotection in Huntington HTT-Q103 PC12 cell model | PC12 HTT-Q103 induced, cytoprotection, ATP luminescence, 40 h | Potency, µM (top dose mostly 56.4 µM), inactives show cytoprotection (ATP increase), usual class: activators | 0.14% of 230,000 active;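 also: % of control where 0% means no effect; nearly all actives have a fitted effect of over 45% in size; toxic huntingtin expression switched on by the ecdysone agonist tebufenozide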
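ATP quantification (ATPlite) reports survival of PC12 cells in which tebufenozide, 100 nM final, switches on Htt exon 1 with 103 glutamines linked to GFP; compounds are titrated.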
L3MBTL1 block – L3MBTL1 (human) inhibition; Q9Y468; AlphaScreen L3MBTL1–H3K9me1 peptide binding; Potency, µM (titrated, usually from 57.1 µM), without a hit: top-dose activity, negative = inhibition, actives largely listed as inhibitors; 0.66% of 230,000 active; AID 485360; also: % is scaled to controls: 0 for no effect and ±100 for the full control effect; nearly all actives have a fitted effect of over 60% in size
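Displacement of a biotinylated histone H3(1-15) peptide monomethylated at Lys9 (75 nM) from L3MBTL1 (50 nM) was measured by AlphaScreen after a 30 min room-temperature compound incubation; cefsulodin titration served as intraplate control.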
TRb-SRC2 inh – inhibitors of human thyroid hormone receptor beta-SRC2 interaction | TRbeta-SRC2 peptide binding, fluorescence polarization; receptor liganded with 1 µM T3 | Potency, µM (doses to about 106 µM), for inactives: at the top dose activity change, negative = inhibition, hits mostly inhibitors | P10828 | 0.065% of 280,000 active;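 also: plate controls were bound peptide for no effect and peptide without receptor for full effect; nearly all actives have a fitted effect of over 50% in size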
Target sequence (P10828 whole entry, looked up): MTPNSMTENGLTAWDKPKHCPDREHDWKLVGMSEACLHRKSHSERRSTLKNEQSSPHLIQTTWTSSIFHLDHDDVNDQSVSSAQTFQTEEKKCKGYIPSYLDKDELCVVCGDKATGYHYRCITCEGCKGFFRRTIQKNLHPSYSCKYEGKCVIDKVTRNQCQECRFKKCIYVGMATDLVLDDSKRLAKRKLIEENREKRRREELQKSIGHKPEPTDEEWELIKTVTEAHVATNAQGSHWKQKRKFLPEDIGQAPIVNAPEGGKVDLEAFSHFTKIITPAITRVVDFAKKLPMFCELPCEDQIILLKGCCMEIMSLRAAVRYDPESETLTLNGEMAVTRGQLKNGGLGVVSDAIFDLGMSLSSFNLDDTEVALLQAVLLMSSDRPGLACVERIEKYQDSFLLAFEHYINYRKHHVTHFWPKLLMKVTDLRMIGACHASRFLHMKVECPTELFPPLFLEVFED
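Compounds were added to 0.6 uM TRb ligand-binding domain and 20 nM Texas Red-labeled SRC2 peptide in Tris buffer containing 1 uM T3, incubated 5 hr at ambient temperature, then read by fluorescence polarization.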
Tau fibril FP – inhibitors of human tau fibril formation | Potency, µM (series often up to 57.7 µM), for the others: at the top dose activity, negative = inhibition, usual class: inhibitors | K18 P301L tau heparin fibrillization, Alexa594 FP, 6 h | P10636 | 0.39% of 280,000 active; also: % is scaled to controls: 0 for no effect and ±100 for the full control effect; nearly all actives have a fitted effect of over 55% in size
Target sequence (P10636 561-689 P618L limits assumed): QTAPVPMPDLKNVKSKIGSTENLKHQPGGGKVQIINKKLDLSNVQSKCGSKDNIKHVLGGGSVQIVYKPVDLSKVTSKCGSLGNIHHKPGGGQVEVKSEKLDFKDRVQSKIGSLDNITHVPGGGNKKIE
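Read-out: fluorescence polarization of Alexa 594-labeled tau (0.24 uM), 555 nm excitation, 632 nm emission. Mixtures held 15 uM unlabeled K18 P301L, compound and 20 uM heparin, pH 7 acetate buffer, incubated 6 hr at 37 C.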
Tau fluor cs – counter-screen for tau fibril formation inhibitors. tau K18 P301L Alexa594 fluorescence, heparin fibrillization. Potency, µM (titrated, usually from 57.7 µM), for inactives: at the top dose activity change, negative = decrease. 0.93% of 280,000 active. AID 1463; also: % is scaled to controls: 0 for no effect and ±100 for the full control effect; nearly all actives have a fitted effect of over 55% in size
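Human tau K18 P301L (15 uM unlabeled, 0.24 uM Alexa 594-labeled) in 100 mM sodium acetate pH 7 with 20 uM heparin, 6 hr at 37 C. ThT 30 uM added, 1 hr ambient; Alexa 594 FP and total fluorescence read at 555/632 nm.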
RECQ1 helicase – inhibitors of human RECQ1 DNA helicase | RECQ1 DNA unwinding, red fluorescence kinetic read | 0.54% of 240,000 active | AID 2549 | Potency, µM (highest dose often 57.3 µM), for the others: top-dose activity, negative = inhibition, actives largely listed as inhibitors;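 also: plate controls were vehicle for no effect and no enzyme for full effect; nearly all actives have a fitted effect of over 30% in size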
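50 nM RECQ1T1 preincubated 15 min with compound in Tris pH 8.0 buffer with MgCl2, DTT, Tween-20 and 2.5 ug/ml poly(dI-dC); started with 200 nM TAMRA/BHQ-2 forked duplex and 2 mM ATP. Unwinding read as fluorescence (525/598 nm), two reads 2 h apart.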
Tau ThT inhib – tau fibrillization inhibition (ThT binding). P10636. recombinant tau K18 P301L (four-repeat tau fragment), heparin-induced fibrillization, ThT fluorescence. Potency, µM (doses to about 57.4 µM), inactives show at the highest dose activity, negative = inhibition, hits mostly inhibitors. 2.1% of 270,000 active; also: % is scaled to controls: 0 for no effect and ±100 for the full control effect; nearly all actives have a fitted effect of over 55% in size
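K18 P301L tau (15 uM + 0.24 uM Alexa 594-tagged), heparin 20 uM, NaOAc pH 7, 6 h 37 C; ThT 30 uM, 1 h RT, ex 450/em 510 nm.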
* hit, by the source's call; i = inactive; u = inconclusive; x = no result given; & = joins results of further samples; [ ] = remark or other dose. Unless noted, calls follow the shape of the dose curve; as a rule, active = well fitted curve in the direction sought with a large enough effect; inconclusive = small, poorly fitted or top-dose-only effect, or another doubt; inactive = no such curve, though single readings can be large; an effect the other way counts as inactive or inconclusive. Potency is read from the fitted curve at half-maximal effect. Some of the compounds tested (hit frequency here may not be typical).

Compound	TR SRC2 fluor cs	HTT cytoprotect	L3MBTL1 block	TRb-SRC2 inh	Tau fibril FP	Tau fluor cs	RECQ1 helicase	Tau ThT inhib
Cc1ccccc1C(=O)N1CCN(c2ccc([N+](=O)[O-])c(NCc3cccnc3)c2)CC1	-15%	17%[10 µM]	-13%	8%	5%	-8%	0%	u
COc1ccc2c(c1)C=CC1(O2)N(CCO)c2ccccc2C1(C)C (centres undefined)	50µM*[fluorescent]	-15%[10 µM]	-1%	u	-13%	u	u	u
Cc1ccccc1NC(=O)C(Cc1ccccc1)n1cccc1 (centres undefined)	3%	-8%[10 µM]	-22%	11%	2%	-14%	-5%	-8%
Cc1ccccc1OCC(O)CN1CCC(C)CC1 (centres undefined)	-2%	-11%	-2%	0%	-6%	-6%	i	2%
CCOC(=O)N1CCN(Cc2nc3c(c(=O)[nH]c(=O)n3C)n2Cc2cc(C)ccc2C)CC1	0%	6%[10 µM]	7%	11%	0%	3%	0%	-2%
COc1cccc(-c2csc3nc[nH]c(=O)c23)c1	1%	-10%	9%	4%	1%	-3%	-2%	-3%
CCOC(=O)C1CCCCN1Cc1cn(C)nc1-c1ccccc1F (centres undefined)	1%	-2%[10 µM]	x	-3%	3%	2%	-2%	x
CCOC(=O)c1c(C)n(-c2ccccc2)c2ccc(OC(=O)COc3ccccc3)cc12	3%	x	x	-9%	2%	-20%	x	-18%
Cc1c(C(=O)Nc2ccc(Br)cc2F)oc2ccc(S(=O)(=O)N3CCC4(CC3)OCCO4)cc12	-1%	x	x	-7%	0%	-3%	x	3%
O=C(C(Sc1ccccc1)c1ccccc1)N1CCN(c2ccccc2)CC1 (centres undefined)	5%	14%[10 µM]	-9%	-3%	12%	-19%	-11%	u
O=C(C1CCN(S(=O)(=O)c2ccccc2)CC1)N(CCc1ccccc1)Cc1ccco1	-1%	-30%	-7%	1%	3%	-4%	-16%	-10%
C/C(=N\Nc1nc2ccccc2[nH]1)c1ccc2c(c1)OCCO2	-7%	-116%[inhibitor]	x	1%	2%	u	-9%	14µM*
CCN(CC)S(=O)(=O)c1ccc(C(=O)NCc2n[nH]c(=S)n2-c2ccccc2OC)cc1	0%	25%	2%	4%	-2%	-1%	-11%	-3%
Cc1ccc(-n2c(-c3ccccc3)c[n+]3c2CCc2ccccc2-3)c(C)c1	-5%	-75%[inhibitor]	-4%	-3%	0%	7%	-3%	-2%
Nc1ccc(C(=O)N(CCO)CCO)cc1	-2%	11%[10 µM]	4%	3%	-2%	-3%	18%	-6%
CC(=O)c1cccc(NC(=O)c2oc(=O)c3ccccc3c2-c2ccccc2)c1	-3%	x	x	3%	-6%	-25%	x	-6%
Cc1ccc(S(=O)(=O)CCC(=O)Nc2ccc(Br)cc2C)cc1	-12%	x	x	-1%	-9%	-7%	x	-2%
O=C(NC(Cc1ccccc1)C(=O)O)c1ccc(S(=O)(=O)N2CCCC2)cc1 (centres undefined)	-6%	-14%[0.074 µM]	11%	-7%	-2%	17%	-14%	16%
C/C(Cn1nc([N+](=O)[O-])cc1C)=N\NC(=O)COc1ccc(Cl)cc1Cl	-1%	-3%[10 µM]	-1%	-1%	4%	-19%	-3%	u
Cc1ccc(NC(=O)c2ccn(C(=O)Nc3ccccc3)n2)c(C)c1	-2%	-32%[inhibitor]	x	-5%	2%	-4%	-8%	-4%
COc1ccc(Nc2cc(C(=O)NCc3ccco3)c3ccccc3n2)cc1	10%	-8%[10 µM]	-3%	13%	1%	-1%	0%	-4%
COCCNC(=O)c1cc2sc3ccccc3c2s1	-2%	-18%[10 µM]	-9%	3%	-4%	-3%	3%	-4%
O=C(c1cccc(C(=O)N2CCc3ccccc32)n1)N1CCc2ccccc21	2%	-27%	-7%	12%	1%	-6%	-5%	-7%
O=C(Cn1nc(Cc2cccnc2)c2ccccc2c1=O)Nc1cc(F)ccc1F	-6%	5%[10 µM]	x	1%	-1%	-8%	-2%	x
Cc1ccc(CNC(=O)c2c(-c3ccc(Br)cc3)noc2C)o1	0%	x	x	0%	4%	-9%	x	-3%
Cc1cccc(C(=O)N(Cc2ccco2)Cc2ccccc2F)c1	-2%	x	x	-7%	4%	-1%	x	-8%
Cc1cc(SCC(=O)Nc2cccnc2Cl)nc2ccccc12	-2%	-9%	1%	1%	-1%	-8%	u	-10%
Cc1cccc(NS(=O)(=O)c2ccc3nc(-c4ccccc4)[nH]c3c2)c1C	2%&-2%	7%[10 µM]	5%	-4%&-3%	u	-16%&-11%	4%	17%&9%
Cc1c(/C=N/NC(=O)CNc2ccccc2)c2ccccn2c1C(=O)c1ccccc1	-1%	3%[10 µM]	-16%	-1%	16%	u	-5%	u
COc1ccc(-n2ccn(Cc3ccccc3Cl)c(=O)c2=O)cc1OC	7%	x	x	-4%	-2%	1%	x	-4%
O=C(CCN1C(=O)S/C(=C\c2cccs2)C1=O)NC1=NCCS1	-4%	x	-7%	-6%	-1%	-15%	-17%	u
O=S(=O)(Nc1nccs1)c1ccc(Cl)cc1	0%	-14%	x	1%	0%	-8%	-11%	-6%
Cc1ccc(NC(=O)CSc2nn(-c3ccc(Cl)cc3)c(=S)s2)cc1S(=O)(=O)N(C)C	1%	-7%[10 µM]	5%	-12%	10%	8%	-7%	10%
CC(=O)c1cccc(NC2c3ccccc3C(=O)N2Cc2ccco2)c1 (centres undefined)	1%	-14%[10 µM]	-1%	4%	-5%	-8%	-6%	-4%
Cc1ccc(NC(=O)c2ccc(S(=O)(=O)NCC3CCCO3)cc2)cc1 (centres undefined)	-3%	11%	9%[11.4 µM]	2%	5%	-6%	-2%	-8%
CC(=O)c1c(C)[nH]c(C(=O)CSc2nnc(-c3ccccc3)n2Cc2ccc3c(c2)OCO3)c1C	-2%	-36%	x	-3%	4%	-11%	i	-12%
COc1ccc(C(=O)/C=C/Nc2ccccn2)cc1	-3%	-54%[inhibitor][10 µM]	x	2%	-9%	-19%	-1%	u
CCOC(=O)c1[nH]c2c(c1Cc1ccccc1)C(=O)CC(c1ccc(Cl)cc1)C2 (centres undefined)	0%	x	x	0%	u	-26%	x	-8%
N#C/C(=C\c1ccc(O)c(Br)c1)C(=O)NCc1ccccc1	1%	-5%[10 µM]	-6%	4%	3%	-8%	-18%	-4%
Clc1ccc(Cn2ncc3c(N4CCCCC4)ncnc32)cc1	-4%	4%[0.074 µM]	x	-2%	-4%	-10%	-2%	-13%

Profiles, quoted from the list. Order of values: TR SRC2 fluor cs | HTT cytoprotect | L3MBTL1 block | TRb-SRC2 inh | Tau fibril FP | Tau fluor cs | RECQ1 helicase | Tau ThT inhib
O=C(Cn1nc(Cc2cccnc2)c2ccccc2c1=O)Nc1cc(F)ccc1F is listed as -6% | 5%[10 µM] | x | 1% | -1% | -8% | -2% | x
Cc1cc(SCC(=O)Nc2cccnc2Cl)nc2ccccc12 is listed as -2% | -9% | 1% | 1% | -1% | -8% | u | -10%
Cc1c(/C=N/NC(=O)CNc2ccccc2)c2ccccn2c1C(=O)c1ccccc1 is listed as -1% | 3%[10 µM] | -16% | -1% | 16% | u | -5% | u

(continued)
Compound	TR SRC2 fluor cs	HTT cytoprotect	L3MBTL1 block	TRb-SRC2 inh	Tau fibril FP	Tau fluor cs	RECQ1 helicase	Tau ThT inhib
O=C(CCn1nc(-c2ccc(Cl)cc2)ccc1=O)NCCCN1CCCCCC1	1%	3%	x	-9%	0%	4%	5%	-8%
CCOC(=O)CCCc1ccc(/C(C)=N/NC(=S)NC)cc1	-1%	-8%[10 µM]	x	3%	-3%	-3%	-8%	x
COc1ccc(S(=O)(=O)CCC(=O)N(C)c2ccc(OC)cc2OC)cc1	-5%	-11%[10 µM]	u	-4%	6%	-2%	-11%	-4%
COC(=O)CSC1=C(C#N)C(c2ccccc2)CC(=O)N1 (centres undefined)	-2%	0%[10 µM]	-20%	0%	-1%	-1%	1%	6%
COc1ccc(CNC(=O)Nc2cc(C)ccc2C)cc1	-1%	-60%[inhibitor]	6%	1%	-11%	-1%	-4%	-8%
COc1ccc(C(=O)N(C)C2CCN(C)CC2)cc1S(=O)(=O)Nc1cc(Cl)ccc1Cl	1%	-5%[10 µM]	1%	1%	-3%	-7%	-1%	-7%
COCCCn1ccc(O)c(Cc2ccc(F)cc2)c1=O	-5%	11%	2%	6%	4%	8%	-6%	1%
CC(c1ccccc1)C(CC(=O)O)C(=O)NC1CCCCC1 (centres undefined)	-1%	10%	7%	-2%	-15%	-6%	-9%	1%
COc1ccc(F)cc1C(=O)C1CCCN(C(=O)c2ocnc2C)C1 (centres undefined)	-5%	-6%[10 µM]	10%	-2%	5%	6%	i	8%
Cc1ccc2nc(-c3ccccc3)c(-c3ccccc3)nc2c1	-3%	22%[10 µM]	33%[activator]	1%	-1%	-3%	-7%	-9%
CCOC(=O)N1CCC(NC(=O)c2cc(C(=O)NC3CCCC3)ccc2CO)CC1	-1%	-9%	8%	-1%	-11%	-6%	-2%	-3%
O=C(CN1C(=O)C2C3C=CC(C3)C2C1=O)Nc1nncs1 (centres undefined)	-1%	3%	-15%	-3%	-5%	4%	i	3%
O=C(CCSCCc1ccccn1)Nc1ccc(Cl)cn1	-6%	3%	x	-8%	6%	-3%	15%	-11%
CCOc1nc(C)cc(C)c1S(=O)(=O)c1cccc(C)c1	-5%	-23%	16%	-6%	11%	-10%	8%	-9%

Compound activity from PubChem BioAssay.
